Compound activity (PubChem BioAssay)
JMJD2A Tudor inh: qHTS Assay for Inhibitors of JMJD2A-Tudor Domain; AlphaScreen JMJD2A-Tudor / H3K4me3 peptide binding; AID 504339, 2011; Potency, µM (series often up to 114 µM), without a hit: top-dose activity change, negative = inhibition, usual class: inhibitors; Lysine-specific demethylase 4A (Homo sapiens), O75164; hit rate 4.4% among 390,000; also: potency is read from the fitted curve at half-maximal effect; % is scaled to controls: 0 for no effect and ±100 for the full control effect; nearly all actives have a fitted effect of over 50% in size
G9a inh: qHTS Assay for Inhibitors of Histone Lysine Methyltransferase G9a. G9a H3K9 monomethylation, AlphaScreen, 2 h. AID 504332, 2011. Histone-lysine N-methyltransferase EHMT2 (Homo sapiens), Q96KQ7. Potency, µM (top dose mostly 102 µM), without a hit: top-dose activity, negative = inhibition, usual class: inhibitors. hit rate 8.8% among 350,000; also: potency is read from the fitted curve at half-maximal effect; % is scaled to controls: 0 for no effect and ±100 for the full control effect; nearly all actives have a fitted effect of over 75% in size
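Signal arises when biotinylated H3K9 peptide, once monomethylated, bridges streptavidin donor and antibody-captured acceptor beads. Enzyme at 20 nM was preincubated 15 min with test compounds; peptide 500 nM and SAM 20 uM then reacted for 2 h.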
PGK inhibitor: qHTS Assay to Find Inhibitors of Phosphoglycerate Kinase; hit rate 0.043% among 380,000; Phosphoglycerate kinase, glycosomal (Trypanosoma brucei brucei), P07378; PGK/GAPDH coupled, Kinase-Glo luminescence, 60 min; AID 602233, 2012; Potency, µM (doses to about 57.5 µM), inactives show at the top dose activity change, negative = inhibition, hits mostly inhibitors; also: potency is read from the fitted curve at half-maximal effect; % is scaled to controls: 0 for no effect and ±100 for the full control effect; nearly all actives have a fitted effect of over 60% in size
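Luminescent ATP detection (Kinase-Glo Plus) follows a 60-minute room-temperature incubation, with wells lacking PGK as controls. Buffer: 100 mM TEA (pH 7.6), 5 mM MgCl2, 0.01% Tween-20. Coupling enzyme GAPDH (100 nM final) supplies unstable 1,3-BPG in-well.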
Pin1 inhibitor: qHTS Assay to Find Inhibitors of Pin1; Peptidyl-prolyl cis-trans isomerase NIMA-interacting 1 (Homo sapiens), Q13526; Pin1 FP peptide displacement, HiFluor488, 10 min; AID 504891, 2011; hit rate 0.009% among 390,000; Potency, µM (doses to about 115 µM), without a hit: top-dose activity, negative = inhibition, hits mostly inhibitors; active = well fitted inhibition curve with a large enough effect in the polarisation, with a control signal flat, not every such curve was filed as active; inconclusive = small, poorly fitted or top-dose-only effect, or effect the other way, or a change in a side signal; inactive = no such curve, though single readings can be large or run the other way; the % refers to the polarisation; also: potency is read from the fitted curve at half-maximal effect; % is scaled to controls: 0 for no effect and ±100 for the full control effect
Target sequence (Q13526 whole entry, looked up): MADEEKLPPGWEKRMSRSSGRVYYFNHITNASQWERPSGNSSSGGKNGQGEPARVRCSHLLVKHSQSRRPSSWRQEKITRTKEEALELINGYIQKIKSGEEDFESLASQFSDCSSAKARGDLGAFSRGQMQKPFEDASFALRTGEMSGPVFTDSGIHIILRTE
GLS inhibitor: qHTS for Inhibitors of Glutaminase (GLS); Glutaminase kidney isoform, mitochondrial (Homo sapiens), O94925; GLS enzymatic activity, qHTS titration; Potency, µM (doses to about 45.5 µM), for the others: top-dose activity change, negative = inhibition, hits mostly inhibitors; hit rate 0.21% among 410,000; AID 624170, 2012; also: potency is read from the fitted curve at half-maximal effect; % is scaled to controls: 0 for no effect and ±100 for the full control effect
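Read-out is an Amplex red fluorescence increase coupled through glutamate oxidase and HRP, measured before and after 30 min room-temperature incubation. hKGA is in 45 mM KH2PO4 (pH 8.2) with 0.02% Tween-20; glutamine added as 1mM solution.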
BAZ2B block: qHTS Assay for Inhibitors of BAZ2B; AlphaScreen BAZ2B-H3K14Ac peptide displacement; Potency, µM (doses to about 114 µM), for the others: at the highest dose activity change, negative = inhibition, hits mostly inhibitors; hit rate 4.4% among 360,000; AID 504333, 2011; also: potency is read from the fitted curve at half-maximal effect; % is scaled to controls: 0 for no effect and ±100 for the full control effect; nearly all actives have a fitted effect of over 60% in size
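AlphaScreen displacement of biotin-H3(5-23)K14Ac peptide (50 nM final) from BAZ2B (50 nM final) in PBS pH 7.4, 0.01% Tween-20; complex preformed 30 min RT, then compounds (top 110 uM) 30 min RT, beads 20 min dark.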
PI4K2A inh: qHTS for small molecular inhibitors of PI4K2A. Phosphatidylinositol 4-kinase type 2-alpha (Homo sapiens), Q9BTU6. purified PI4K2A, ADP-Glo luminescence, 1 h; active compounds read low. activity change, negative = inhibition, % at 76.9 µM. hit rate 0.13% among 420,000. AID 1346378, 2018; in the data active = activity change below about -50%; inconclusive = mostly about -30% to -49%;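 also: -100% = wells without enzyme as full effect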
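In this quantitative HTS, ADP production by PI4K2A was quantified luminescently after 1 h at ambient temperature; 100 microM adenosine served as plate-quality control.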
HP1b chromo inh: HTS for Inhibitors of HP1-beta Chromodomain Interactions with Methylated Histone Tails. AlphaScreen HP1-beta / biotin-H3K9me3 peptide binding. Potency, µM (doses to about 114 µM), inactives show at the top dose activity change, negative = inhibition, most hits filed as inhibitors. AID 540317, 2011. hit rate 0.56% among 390,000; also: potency is read from the fitted curve at half-maximal effect; nearly all actives have a fitted effect of over 70% in size; inactives centre near 23
Target sequence (P83916 whole entry, looked up): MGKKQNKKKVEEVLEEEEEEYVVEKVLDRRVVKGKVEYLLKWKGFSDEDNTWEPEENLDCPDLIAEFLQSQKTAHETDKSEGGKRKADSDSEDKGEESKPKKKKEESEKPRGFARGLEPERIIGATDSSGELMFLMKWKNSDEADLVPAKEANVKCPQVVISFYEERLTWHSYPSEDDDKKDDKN
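Compound inhibition of the preformed complex between 50 nM HP1-beta and 50 nM biotinylated H3K9me3 peptide was read by AlphaScreen. Buffer was PBS pH 7.4 with 0.01% Tween-20. Incubations ran 30 min at room temperature, with 10 ug/mL donor/acceptor beads.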
POLH inh: qHTS for Inhibitors of Polymerase Eta | hit rate 1.2% among 390,000 | AID 588591, 2011 | recombinant Pol eta, fluorescent DNA replication assay | Potency, µM (titrated, usually from 114 µM), inactives show at the top dose activity change, negative = inhibition, hits mostly inhibitors; also: potency is read from the fitted curve at half-maximal effect; % is scaled to controls: 0 for no effect and ±100 for the full control effect
Target sequence (Q9Y253 whole entry, looked up): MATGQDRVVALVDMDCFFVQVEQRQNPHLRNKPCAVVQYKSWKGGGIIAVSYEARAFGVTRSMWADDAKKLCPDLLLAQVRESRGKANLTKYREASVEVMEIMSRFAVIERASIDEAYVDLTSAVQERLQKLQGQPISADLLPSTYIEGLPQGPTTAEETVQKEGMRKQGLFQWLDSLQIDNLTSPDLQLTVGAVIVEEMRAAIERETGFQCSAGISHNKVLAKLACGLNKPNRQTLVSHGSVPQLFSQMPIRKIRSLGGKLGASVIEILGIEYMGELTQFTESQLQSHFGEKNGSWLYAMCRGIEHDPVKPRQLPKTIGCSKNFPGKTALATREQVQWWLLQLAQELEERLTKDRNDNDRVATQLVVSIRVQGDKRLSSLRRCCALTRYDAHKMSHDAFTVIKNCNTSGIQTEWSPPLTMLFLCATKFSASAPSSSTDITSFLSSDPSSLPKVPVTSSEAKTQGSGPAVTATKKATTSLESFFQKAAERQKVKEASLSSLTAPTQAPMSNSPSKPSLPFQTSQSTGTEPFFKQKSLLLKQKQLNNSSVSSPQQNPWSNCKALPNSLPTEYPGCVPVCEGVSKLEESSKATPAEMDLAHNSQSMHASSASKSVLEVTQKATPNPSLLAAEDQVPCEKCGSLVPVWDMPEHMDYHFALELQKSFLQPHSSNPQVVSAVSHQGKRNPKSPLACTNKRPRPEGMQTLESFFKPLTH
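Fluorescent replication assay: 50 nM final substrate added after a 15 min room-temperature compound preincubation with 10 nM enzyme. Signal taken at 0 min and again at 10 min.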
The depositor's hits bear a star; i = inactive; ? = inconclusive; / = not tested or not shown; & = joins results of further samples; [ ] = dose if it differs, or a comment. Unless noted, calls follow the shape of the dose curve; as a rule, active = well fitted curve in the direction sought with a large enough effect; inconclusive = small, poorly fitted or top-dose-only effect, or another doubt; inactive = no such curve, though single readings can be large; an effect the other way counts as inactive or inconclusive. These rows are one share of the data; rates above refer to the full screens.

no.	JMJD2A Tudor inh	G9a inh	PGK inhibitor	Pin1 inhibitor	GLS inhibitor	BAZ2B block	PI4K2A inh	HP1b chromo inh	POLH inh	canonical_smiles
1	-13.8%	-9.4%[59 µM]	-6.1%	-0.9%	18.1%	-8.7%	8.9	10.8%	-11.9%	COC(=O)c1[nH]c2ccccc2c1NC(=O)C(C)N1CCN(C(=O)c2ccco2)CC1 (centres undefined)
2	82.9%[activator]	-4.4%[59 µM]	-9.4%	2.0%	9.1%	73.3%[activator]	61.8	155.5%[activator]	1.1%	Cc1cccc(C(=O)OCc2cnc(Cl)s2)c1
3	-6.4%	3.9%	-2.2%	-9.5%	0.0%	-4.2%	4.9	7.1%	-0.2%	Cc1cc(Br)ccc1NC(=O)C1CCN(C(=O)c2ccco2)CC1
4	58.8%[activator]	136.3%[activator]	i	9.2%	-7.7%	60.0%[activator]	-1.0	110.8%[activator]	?	COc1cccc(C(=O)OCC(=O)c2ccc(Br)s2)c1
5	/	/	-5.0%	/	-8.1%	/	-0.3	/	-8.5%	NC(=O)C1CC(=O)N(c2ccc(OCc3ccc(Cl)c(Cl)c3)cc2)C1 (centres undefined)
6	-13.4%	?	-8.6%	-4.5%	0.0%	-16.5%	2.2	36.3%	-18.6%	Cn1cc(CN2CCC(N3CCNC(=O)CC3)CC2)c(-c2ccccc2F)n1
7	-20.0%	?	-6.3%	4.3%	7.6%	-0.5%	9.9	42.9%[activator]	-4.3%	O=C(Oc1ccc(-n2cnnn2)cc1)c1ccco1
8	-10.6%	11.4%	-10.4%	2.8%	1.3%	-3.4%	-1.8	26.9%	-8.6%	CCOc1ccc(CNC(=O)CCc2cn(Cc3ccccc3)c3ccccc23)cc1
9	-25.3%	11.3%[59 µM]	-3.4%	-3.1%	2.2%	1.8%	-5.5	71.3%[activator]	-7.4%	CCc1ccc(-n2nc(C)c3c(C)cc(=O)n(CC(=O)Nc4ccc(C)c(F)c4)c32)cc1
10	2.7%	-18.1%	i	-2.9%	10.5%	6.9%	-4.5	40.2%[activator]	-0.1%	COc1cc(C2NC(=S)NC3=C2C(=O)CCC3)ccc1O (centres undefined)
11	-13.9%	/	i	-2.1%	-11.0%	/	-4.3	31.8%	-14.7%	Cc1nn(-c2ccccc2)c2c1CC(=O)Nc1ccccc1-2
12	-9.4%	17.2%	i	2.3%	-3.6%	-5.2%	-5.5	70.0%[activator]	-9.8%	O=C(Nc1ccc(F)cc1)OCCOc1ccc([N+](=O)[O-])cc1
13	-27.1%	-6.2%[59 µM]	-2.0%	6.7%	6.0%	5.3%	-3.6	7.9%	5.0%	CC(NC(=O)Nc1ccc2c(c1)OCO2)C1CCCO1 (centres undefined)
14	22.4µM*	2.82µM*	-11.0%	-2.0%	-11.0%	22.4µM*	-27.5	25.1µM*	-15.2%	CC(=O)Nc1ccc(S(=O)(=O)NC2=C(N3CCN(c4ccc(F)cc4)CC3)C(=O)c3ccccc3C2=O)cc1
15	-17.5%	3.4%[59 µM]	2.4%	13.4%	-13.0%	1.9%&10.7%	-11.6	31.4%	-8.7%	CNS(=O)(=O)c1ccc(NC(=O)c2nc3nc(C)cc(C(F)F)n3n2)cc1
16	-12.0%	6.4%	-8.7%	2.0%	7.5%	9.7%	-3.2	13.9%	-4.9%	O=c1c(-c2ccccc2)c(O)nc2ccccn12

Some of the entries above, reformatted:
Screens in order – JMJD2A Tudor inh	G9a inh	PGK inhibitor	Pin1 inhibitor	GLS inhibitor	BAZ2B block	PI4K2A inh	HP1b chromo inh	POLH inh
14	CC(=O)Nc1ccc(S(=O)(=O)NC2=C(N3CCN(c4ccc(F)cc4)CC3)C(=O)c3ccccc3C2=O)cc1
 : 22.4µM*	2.82µM*	-11.0%	-2.0%	-11.0%	22.4µM*	-27.5	25.1µM*	-15.2%
15	CNS(=O)(=O)c1ccc(NC(=O)c2nc3nc(C)cc(C(F)F)n3n2)cc1
 : -17.5%	3.4%[59 µM]	2.4%	13.4%	-13.0%	1.9%&10.7%	-11.6	31.4%	-8.7%

More records follow:
no.	JMJD2A Tudor inh	G9a inh	PGK inhibitor	Pin1 inhibitor	GLS inhibitor	BAZ2B block	PI4K2A inh	HP1b chromo inh	POLH inh	canonical_smiles
17	-0.8%	?	i	5.2%	6.3%	0.0%	-1.2	28.3%	2.0%	O=C(NC(O)C(=O)c1cccs1)c1cccnc1 (centres undefined)
18	-10.3%	/	-4.9%	6.5%	-2.4%	/	-1.7	16.3%	8.4%	Cc1cc(C)n2nc(C(=O)OCC(=O)Nc3ccc(C)c(S(=O)(=O)N4CCOCC4)c3)nc2n1
19	6.3%	-9.5%	-3.1%	-5.1%	0.9%	-1.3%	-3.8	24.7%	-14.5%	CC(C)(C)N1CC(COc2ccccc2)OC1=O (centres undefined)
20	3.8%	-21.1%[12.7 µM]	6.4%	-11.3%	3.9%	-3.9%	5.7	29.8%	-2.9%	CCOC(=O)N1CCC(NC(=O)c2cccc3c2C(=O)N(Cc2cccnc2)C3)CC1
21	-9.4%[57.1 µM]	19.0%[59 µM]	-8.8%	-3.0%	-7.1%	/	2.6	26.7%	-7.1%	O=C(CC1CCCC1)Nc1nc2ccccc2[nH]1
22	-3.5%	?	9.4%	-8.1%	2.6%	2.5%	1.8	25.7%	-7.6%	O=C(CN1CCN(S(=O)(=O)N2CCOCC2)CC1)Nc1ccc(Cl)c(Cl)c1
23	-10.5%	-5.3%[12.7 µM]	i	-1.0%	-2.6%	-34.6%	-1.3	2.7%	?	Cc1nn(CC2CCCCC2)c(N)c1-c1ccccc1
24	-6.6%	-5.8%[59 µM]	-2.0%	10.6%	-0.2%	-14.5%	3.9	29.7%	-3.7%	Cc1cccc2cc(-c3nc(-c4cccs4)no3)c(=O)oc12
25	/	/	-9.6%	/	-4.3%	/	0.2	/	-0.5%	COCCNC(=O)c1cc(S(=O)(=O)N(C)C2CCCCC2)ccc1Cl
26	-6.3%	2.1%[59 µM]	-6.5%	-19.0%	3.4%	-22.1%	2.9	32.0%	6.8%	CCc1cccc(CC)c1NC(=S)N(CCN(C)C)C(C)c1cccnc1 (centres undefined)
27	?	?	-8.9%	?	27.4%	?	15.1	?	11.5%	O=S(=O)(c1ccc(F)cc1)N1CCC(N2CCCCCC2)CC1
28	-14.0%	/	?	3.0%	0.7%	1.6%	1.1	17.9%	3.0%	CC(Sc1cccc[n+]1[O-])c1ccccc1 (centres undefined)
29	0.7%	35.4%	-3.4%	-0.5%	10.0%	0.9%	2.0	28.7%	-12.3%	CCOc1ccc(NC(=O)N2CC(C)OC(C)C2)cc1 (centres undefined)
30	-15.5%	/	-0.1%	-7.3%	17.9%	/	-4.9	36.2%	-11.4%	CN1CCN(C(=O)c2ccc3c(c2)N(Cc2cccc(Cl)c2)C(=O)c2ccccc2S3=O)CC1 (centres undefined)
31	-18.0%	6.7%	-1.6%	-12.1%	0.2%	-3.4%	-3.5	25.5%	-3.9%	O=C(CN1CCN(c2ccccn2)CC1)NC(=O)NC1CCCCC1
32	6.7%	-0.8%[59 µM]	5.9%	4.5%	9.4%	3.9%	4.4	41.7%[activator]	-13.1%	O=c1n(Cc2ccccc2)nc2n1-c1ccccc1OC2
33	2.9%	-2.5%[59 µM]	0.2%	-10.9%	4.4%	7.2%	0.1	27.7%[57 µM]	-10.3%	Cc1cccc(-c2nc(SCC(=O)N3CCc4ccccc43)c3c(=O)n(C)c(=O)n(C)c3n2)c1
34	1.8%	?	-5.2%	1.2%	0.0%	?	-0.1	38.3%	0.0%	CNC(=S)Nc1ccc2nc(C)c(C)nc2c1
35	-0.7%	22.5%[12.7 µM]	-7.1%	4.4%	1.5%	-2.4%	-1.9	10.4%	-5.6%	N#CC1(NC(=O)COc2cccnc2[N+](=O)[O-])CCCCC1
36	-6.1%	20.7%[59 µM]	-5.6%	-7.0%	3.9%	4.4%	-3.6	22.7%	-4.9%	CCN(CC(=O)Nc1ccc(OC)c(OC)c1)S(=O)(=O)c1ccc(C)cc1
37	-15.8%	/	-0.9%	29.3%	3.5%	-5.4%	-0.4	3.3%	-1.4%	Cn1cc2ccc(N)cc2n1
38	-9.7%	11.4%	-12.2%	?	-0.2%	2.0%	-7.9	33.9%[activator]	-6.7%	O=C(c1ccccc1)c1cnc(-c2ccccc2)s1
39	-9.0%	-9.7%[59 µM]	-3.5%	27.4%	8.1%	-14.6%	-7.0	22.1%	-12.6%	COc1ccc(N2C(=O)c3ccccc3NC2(C)C)cc1
40	-6.8%	/	-12.4%	-0.8%	0.0%	/	9.7	33.8%	-16.6%	C=CCSc1nnc(NC(=O)CSCc2c(C)noc2C)s1
41	5.01µM*	/	4.9%	-1.9%	?	/	-6.0	?	-1.6%	CCn1c(=S)[nH]c2c(=O)n(C)c(=O)n(C)c21
42	-15.2%	4.5%[59 µM]	-10.9%	19.0%	-3.9%	-11.0%	-2.3	15.1%	-1.4%	Cc1ccc(Cl)cc1NC(=O)Cn1cc(S(=O)(=O)Cc2ccccc2Cl)c2ccccc21
43	-3.8%	/	-3.3%	-1.9%	-11.1%	0.5%	8.7	43.1%[activator]	-14.1%	CCN(CC(=O)NC1CC1)S(=O)(=O)c1ccc(OC)cc1
